p53ts 39C kill: qHTS Screen for Compounds that Selectively Target Cancer Cells with p53 Mutations: Cytotoxicity of p53ts Cells at the Nonpermissive Temperature; 130,000 compounds, 1.5% hits; Potency, µM (series often up to 46.1 µM), for the others: top-dose activity change, negative = cell killing, usual class: cytotoxic; H1299-p53A138V viability at 39C, ATP luminescence, 24 h; note: nearly all actives have a fitted effect of over 55% in size
Peg3 imprint: qHTS Assay for Compounds that Induce Erasure of Genomic Imprints | mouse ES Peg3-LacZ reporter, beta-gal luminescence, 40 h | Potency, µM (titrated, usually from 60.7 µM), for inactives: top-dose activity change, positive = activation, usual class: activators | 110,000 compounds, 0.02% hits;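 note: 0% = negative control wells on the plate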
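Imprint erasure is scored as LacZ activity from the silenced maternal Peg3 allele in feeder-free female ES cells cultured 40 h with LIF. Luminescence is normalized to in-plate negative controls and fitted to the Hill equation.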
IkB sig inh: IkB Signaling. ABC-DLBCL IkBa-CBG/CBR dual luciferase ratio, 4 h; response scale: scaled: untreated 0%, proteasome inhibitor 100%. Potency, µM (series often up to 57.1 µM), for inactives: top-dose IkBa stabilization activation. 110,000 compounds, 0.04% hits. AID 445, 2006; active = well fitted curve in the direction sought with a large enough effect in the signal ratio, not every such curve was filed as active; inconclusive = small, poorly fitted or top-dose-only effect, or a change in a side signal; the % refers to the signal ratio;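 note: the direction sought is a rising ratio; 0% = basal untreated cells and 100% = reference inhibitor full response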
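In this assay, an IκBα–CBG68 fusion accumulates when IKK-driven degradation is blocked; native CBR normalizes for cell number. OCI-Ly3 cells were treated 4 h with compound and doxycycline, then green and red light read after Chroma-Glo addition.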
p53ts 32C tox: qHTS Screen for Compounds that Selectively Target Cancer Cells with p53 Mutations: Cytotoxicity of p53ts Cells at the Permissive Temperature; H1299-p53A138V at 32C, ATP luminescence viability, 24 h; Potency, µM (titrated, usually from 46.1 µM), for the others: at the highest dose activity change, negative = cytotoxicity, usual class: cytotoxic; 130,000 compounds, 0.93% hits;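 note: 0% = DMSO and -100% = full killing by reference compound; nearly all actives have a fitted effect of over 55% in size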
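Viability by ATPlite luminescence after 24 h compound treatment (up to 46 uM) at the permissive 32C. Cells are H1299 carrying p53 A138V. Scale runs from DMSO basal to 100 uM tamoxifen as full kill; AC50 from Hill fits.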
The depositor's hits bear a star; ? = inconclusive; nt = no result given; [ ] = another dose, or the depositor's remark. Unless noted, calls come from the whole dose curve; as a rule, active = well fitted curve in the direction sought with a large enough effect; inconclusive = small, poorly fitted or top-dose-only effect, or another doubt; inactive = no such curve, though single readings can be large; an effect the other way counts as inactive or inconclusive. Unless noted, % is set by controls: 0 for no effect and ±100 for the full control effect; potency is the fitted concentration of half-maximal effect.

#1 Cc1noc(/C=C/N(C)C)c1S(=O)(=O)N1CCCC(C(=O)NCc2ccccc2Cl)C1 (configuration not stated)
#2 Cc1cccc(NS(=O)(=O)c2ccc3[nH]c(=O)[nH]c3c2)c1C
#3 C=C(C)c1cccc(C(C)(C)NC(=O)Nc2cc(C)ccn2)c1
#4 O=C(CC(=O)c1ccccc1O)c1cccc(F)c1
#5 COC(=O)c1ccc(C2C(C(=O)Nc3ccccc3C)=C(C)Nc3ncnn32)cc1 (configuration not stated)
#6 COc1ccccc1CNC(=O)c1ccc2c(c1)nnn2C1CCCC1

screen / no.	1	2	3	4	5	6
p53ts 39C kill	-13%	15%	8%	-6%	-9%	-21%
Peg3 imprint	-11%	-9%[10.9 µM]	nt	nt	-14%	-6%[10.9 µM]
IkB sig inh	4.3%	-1.6%	nt	nt	1.7%	0.0%
p53ts 32C tox	25%	-5%	-6%	-6%	-2%	6%

Next part; the last 2 above are carried over.
#5 COC(=O)c1ccc(C2C(C(=O)Nc3ccccc3C)=C(C)Nc3ncnn32)cc1 (configuration not stated)
#6 COc1ccccc1CNC(=O)c1ccc2c(c1)nnn2C1CCCC1
#7 Cc1cc(N2CCCc3ccccc32)n2ncnc2n1
#8 COC(=O)c1c(NC(=O)c2ccc(S(=O)(=O)N3CCCCC3)cc2)sc2c1CCN(C)C2
#9 O=C(OCc1cc2ccccc2[nH]c1=O)c1ccco1
#10 CSc1nc(N)nc(SC2C=CCCC2)c1C#N (configuration not stated)
#11 CC(=O)Nc1ccc(S(=O)(=O)Nc2nccc(C3Cc4ccccc4C(=O)O3)n2)cc1 (configuration not stated)
#12 COc1ccc(C2CC(c3cccs3)=Nc3ccccc3S2)cc1OC (configuration not stated)

screen / no.	5	6	7	8	9	10	11	12
p53ts 39C kill	-9%	-21%	1%	-49%	15%	-9%	-4%	-5%
Peg3 imprint	-14%	-6%[10.9 µM]	-14%	10%[10.9 µM]	-5%	-6%	-3%	nt
IkB sig inh	1.7%	0.0%	2.5%	?	0.7%	1.2%	-0.5%	nt
p53ts 32C tox	-2%	6%	4%	-3%	-2%	7%	-10%	-5%

#13 Cc1csc(C(C#N)C(=O)c2ccncc2)n1 (configuration not stated)
#14 Cc1ccccc1-c1ccc(C=Nc2c(C)n(C)n(-c3ccccc3)c2=O)o1
#15 O=c1c2ccccc2ncn1-c1ccc2c(c1)OCCO2
#16 COCCNC(=O)CN(C)S(=O)(=O)c1ccc2c(c1)OCCO2
#17 CC(C)Cc1cc(C(=O)NCc2ccco2)no1
#18 COc1ccc2[nH]cc(CCNc3nc(-c4ccccc4OC)nc4ccccc34)c2c1

screen / no.	13	14	15	16	17	18
p53ts 39C kill	15%	-15%	-5%	3%	-10%	?
Peg3 imprint	-41%[inhibitor]	-16%	nt	-3%	-13%	-1%
IkB sig inh	0.0%	-0.5%	nt	0.7%	8.7%	-7.4%[11.4 µM]
p53ts 32C tox	8%	5%	-12%	3%	-22%	-7%

#19 Cc1ccccc1OCCCCn1nnc2sc3c(c2c1=O)CCC(C)C3 (configuration not stated)
#20 O/N=C1/CCCCC1c1ccccn1 (configuration not stated)
#21 COCCn1c(=O)c(-c2ccc(OC)cc2)nc2cnc(Oc3cccc(Cl)c3)nc21
#22 O=C1COc2cc(S(=O)(=O)CCC(=O)N3CCN(c4cccc(Cl)c4)CC3)c(Cl)cc2N1
#23 Cc1cccc(N2CCN(C(=O)COc3cccc4c3OC(C)(C)C4)CC2)c1C
#24 Cc1ccc(-n2nc(C(=O)N(C)c3ccccc3Cl)c3c4ccccc4n(C)c3c2=O)cc1

screen / no.	19	20	21	22	23	24
p53ts 39C kill	-14%	-4%	-3%	-9%	1%	12%
Peg3 imprint	0%[10.9 µM]	?	nt	-20%[10.9 µM]	nt	?
IkB sig inh	?	0.6%	-1.2%[11.4 µM]	-0.8%	nt	?
p53ts 32C tox	-2%	4%	0%	-4%	-26%	21%

#25 CCn1cc(C(=O)N2CCc3ccccc32)c(=O)c2cc(S(=O)(=O)N3CCOCC3)ccc21
#26 COc1ccccc1C(=O)Nc1ccccc1OCc1cc(=O)n2ccccc2n1
#27 COc1ccc(C)c2sc(NC(=O)c3ccc(S(=O)(=O)N4CCOCC4)cc3)nc12
#28 Cc1cc(C)cc(NC(=O)Cc2csc(COc3cccc(C)c3)n2)c1
#29 Cc1ccc(S(=O)(=O)n2nc(-c3ccco3)nc2SCc2ccccc2)cc1
#30 O=C(CN1CCCCC1)Nc1ccc(S(=O)(=O)NC2CCCCC2)cc1

screen / no.	25	26	27	28	29	30
p53ts 39C kill	10%	-14%	-10%	-23%	?	-5%
Peg3 imprint	-5%	-6%[10.9 µM]	-6%[10.9 µM]	5%[10.9 µM]	-12%	-19%
IkB sig inh	-1.6%	?	?	1.4%	1.9%	0.1%
p53ts 32C tox	-1%	-3%	3%	2%	?	4%

Screen by screen, as entered above.
Entries 25–30 in p53ts 39C kill read 10%, -14%, -10%, -23%, ?, -5%
Entries 25–30 in IkB sig inh read -1.6%, ?, ?, 1.4%, 1.9%, 0.1%
Entries 25–30 in Peg3 imprint read -5%, -6%[10.9 µM], -6%[10.9 µM], 5%[10.9 µM], -12%, -19%

Further entries.
#31 O=C(c1ccccc1)n1nc(-c2ccccc2)nc1NCc1ccco1
#32 CCn1c2ccc(CC(=O)O)cc2c2cc(CC(=O)O)ccc21
#33 COc1ccc(-c2[nH]ncc2C(=O)NCc2ccccc2C)cc1
#34 CC(=O)N1CCc2cc(S(=O)(=O)CCC(=O)Nc3ccc4c(c3)OCCO4)ccc21
#35 CCCCc1ccc(-n2nc3cc(C)c(NC(=O)Cc4ccccc4)cc3n2)cc1
#36 Cc1noc(C)c1C(=O)N1CCN(c2ncccn2)CC1

screen / no.	31	32	33	34	35	36
p53ts 39C kill	-15%	10%	4%	-14%	13%	4%
Peg3 imprint	-6%	-9%	?	-8%	-5%[10.9 µM]	-9%
IkB sig inh	?	-2.4%	-1.0%	4.9%	-1.9%	-0.2%
p53ts 32C tox	9%	5%	3%	1%	0%	9%

#37 COC(=O)c1cc(Br)c(=O)n(Cc2ccc(C(=O)O)cc2)c1
#38 COc1ccc(CN2C(=O)c3cccnc3C2Nc2cc(Cl)ccc2OC)cc1 (configuration not stated)
#39 CCOc1ccc(CCNc2nc3ccccc3n3c(C)nnc23)cc1OCC
#40 Cc1nc2cc(-c3cccc(F)c3)nn2c(C)c1CCC(=O)Nc1ccccc1C(N)=O
#41 Cc1cc2nnc(SCc3ccccc3)n2c(N)n1
#42 Cc1ccc(-n2c(=O)c3c(cnn3C)n(CC(=O)Nc3c(C)cccc3C)c2=O)cc1

screen / no.	37	38	39	40	41	42
p53ts 39C kill	1%	1%	-25%	?	-4%	25%
Peg3 imprint	3%	11%	11%[10.9 µM]	-6%[10.9 µM]	-11%	-2%[10.9 µM]
IkB sig inh	-0.5%	-1.9%	-0.1%	?	-2.0%	1.7%
p53ts 32C tox	0%	12%	1%	4%	-1%	7%

#43 CCN(CCCNC(=O)C1CCN(S(=O)(=O)N2CCC3(CC2)OCCO3)CC1)c1ccccc1
#44 COc1ccc2cc3c(N)nn(C(=O)c4ccc(F)cc4Cl)c3nc2c1
#45 CCn1cc(C(=O)N2CCOCC2)c(=O)c2cc(S(=O)(=O)N(C)C3CCCCC3)ccc21
#46 C=CCc1ccccc1OCCSc1nc(-c2cccs2)nc2cc(=O)[nH]n12
#47 Cc1cc2n(n1)CCC(=O)N2Cc1ccc(C(=O)Nc2ccc(F)cc2F)cc1
#48 Cc1ccc(NC(=O)CCCN2C(=O)COc3ccc(C)cc32)c(C)c1

screen / no.	43	44	45	46	47	48
p53ts 39C kill	6%	-20%	-6%	-7%	-16%	1%
Peg3 imprint	-10%	7%[10.9 µM]	-11%	-6%[10.9 µM]	7%[10.9 µM]	-13%[10.9 µM]
IkB sig inh	1.0%	?	-0.3%	1.9%	4.7%	1.1%
p53ts 32C tox	7%	39%[activator]	-1%	12%	1%	6%

#49 CC(C)c1nc(SCC(=O)NCc2ccccc2)n[nH]1
#50 CCC1CCCCN1C(=O)Cn1c(=O)n(-c2ccc(Cl)c(Cl)c2)c(=O)c2c(C)c(C(=O)N(C)C)sc21 (configuration not stated)
#51 Cc1ccc(C2CCN(C(=O)Nc3ccccc3)C2)cc1 (configuration not stated)
#52 Cc1c2cnn(-c3ccccc3)c(=O)c2c(C)n1CC(=O)Nc1ccccc1Br
#53 O=C(Nc1nccs1)c1ccc(COc2ccc(Cl)cc2)o1
#54 Cc1ccc(NC(=O)CSCc2cnn(-c3ccccc3)c2-n2cccc2)c(C)c1

screen / no.	49	50	51	52	53	54
p53ts 39C kill	-6%	-1%	?	-24%	4%	?
Peg3 imprint	-1%	-8%[10.9 µM]	-48%[inhibitor]	16%[10.9 µM]	-31%[inhibitor]	-10%[10.9 µM]
IkB sig inh	-0.3%	-2.0%	?	1.3%	3.9%	?
p53ts 32C tox	10%	6%	?	-8%	1%	29%

#55 Cc1nn(-c2ccccc2)c(OC(=O)c2ccc(Cl)cc2)c1S(=O)(=O)c1ccccc1
#56 COC(=O)c1c(NC(=O)C2c3ccccc3Oc3ccccc32)sc2c1CCC(C)C2 (configuration not stated)
#57 CC(=O)Nc1ccc2oc(-c3ccccc3Br)nc2c1
#58 O=S(=O)(N/N=C\c1ccc(-c2ccccc2Cl)o1)c1ccccc1
#59 O=C(COC(=O)CCc1nc2ccccc2s1)Nc1ccc(S(=O)(=O)N2CCOCC2)cc1
#60 COC(=O)c1cc(Br)c(=O)n(CCN(C(C)C)C(C)C)c1

screen / no.	55	56	57	58	59	60
p53ts 39C kill	-8%	-2%	?	1%	-2%	8%
Peg3 imprint	17%[10.9 µM]	-11%[10.9 µM]	-69%[inhibitor]	nt	15%	-7%
IkB sig inh	?	?	-0.2%	nt	5.2%	1.3%
p53ts 32C tox	4%	1%	?	2%	-6%	-6%

#61 Cc1nn(Cc2ccc(C(=O)Nc3ccc(C(=O)OC(C)C)cc3)o2)c(C)c1Cl
#62 Cc1nn(-c2nc3ccccc3s2)c(N)c1-c1ccc(Cl)cc1
#63 CC1(C)Cc2c(sc3c2c(=N)n(Cc2ccco2)c(=O)n3CC(=O)Nc2ccccc2)CO1
#64 CN(C)c1ccc(C(CNS(=O)(=O)c2ccc(Br)cc2)N2CCCC2)cc1 (configuration not stated)
#65 COc1ccc(OC)c(Nc2c3c(nc4ccccc24)CCC3)c1
#66 O=C(CN1CCN(Cc2ccc(Cl)cc2)C1=O)NCc1ccc(F)cc1
#67 CC(C)c1ccc(NC(=O)c2cccn2-c2nnc(N3CCCCC3)s2)cc1

screen / no.	61	62	63	64	65	66	67
p53ts 39C kill	-18%	-8%	15%	-5%	?	3%	23%
Peg3 imprint	-14%	-10%	-4%	-6%[10.9 µM]	-18%[10.9 µM]	-4%[10.9 µM]	-9%[10.9 µM]
IkB sig inh	1.2%	-0.6%	?	0.9%	-1.4%	?	1.2%
p53ts 32C tox	6%	-9%	3%	-10%	?	6%	-5%

Laid out differently: entries from further up
10. CSc1nc(N)nc(SC2C=CCCC2)c1C#N (configuration not stated)
  p53ts 39C kill: -9%	Peg3 imprint: -6%	IkB sig inh: 1.2%	p53ts 32C tox: 7%

11. CC(=O)Nc1ccc(S(=O)(=O)Nc2nccc(C3Cc4ccccc4C(=O)O3)n2)cc1 (configuration not stated)
  p53ts 39C kill: -4%	Peg3 imprint: -3%	IkB sig inh: -0.5%	p53ts 32C tox: -10%

12. COc1ccc(C2CC(c3cccs3)=Nc3ccccc3S2)cc1OC (configuration not stated)
  p53ts 39C kill: -5%	Peg3 imprint: nt	IkB sig inh: nt	p53ts 32C tox: -5%

13. Cc1csc(C(C#N)C(=O)c2ccncc2)n1 (configuration not stated)
  p53ts 39C kill: 15%	Peg3 imprint: -41%[inhibitor]	IkB sig inh: 0.0%	p53ts 32C tox: 8%
